TRHR PAM: TRH receptor (human) allosteric enhancement | TRHR cells, fluo-8 calcium fluorescence, EC20 TRH enhancement | enhancement, % at 2 µM | actives 0.66% (n = 360,000); in the data active = enhancement above about 30%; also: 0% is about no effect
Target sequence (P34981 whole entry, looked up): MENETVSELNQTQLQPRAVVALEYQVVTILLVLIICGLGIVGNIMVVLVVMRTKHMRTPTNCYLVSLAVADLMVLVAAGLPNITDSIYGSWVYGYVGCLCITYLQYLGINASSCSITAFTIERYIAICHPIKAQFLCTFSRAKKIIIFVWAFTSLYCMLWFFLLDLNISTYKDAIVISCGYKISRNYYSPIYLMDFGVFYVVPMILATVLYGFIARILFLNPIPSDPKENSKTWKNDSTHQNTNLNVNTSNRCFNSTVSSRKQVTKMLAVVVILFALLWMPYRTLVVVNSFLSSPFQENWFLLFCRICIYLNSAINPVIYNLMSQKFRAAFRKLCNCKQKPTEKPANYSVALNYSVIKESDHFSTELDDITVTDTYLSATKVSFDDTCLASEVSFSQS
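Enhancer read-out: after compound pinning and an initial kinetic agonist-mode read, an EC20 of TRH (10 nM final) was injected and fluo-8 calcium signal (Ex 480/Em 530) followed at 1 s/cycle for 100 cycles in TRHR-expressing cells.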
D1 antag: antagonists of human D1 dopamine receptor. HEK293 TREx D1 cells, calcium flux, dopamine EC80; stronger effect = lower value. P21728. activity change, negative = inhibition, % at 10 µM. actives 3.2% (n = 360,000). AID 504652; in the data active = activity change below about -30%; also: % is scaled to controls: 0 for no effect and ±100 for the full control effect
Target sequence (P21728 whole entry, looked up): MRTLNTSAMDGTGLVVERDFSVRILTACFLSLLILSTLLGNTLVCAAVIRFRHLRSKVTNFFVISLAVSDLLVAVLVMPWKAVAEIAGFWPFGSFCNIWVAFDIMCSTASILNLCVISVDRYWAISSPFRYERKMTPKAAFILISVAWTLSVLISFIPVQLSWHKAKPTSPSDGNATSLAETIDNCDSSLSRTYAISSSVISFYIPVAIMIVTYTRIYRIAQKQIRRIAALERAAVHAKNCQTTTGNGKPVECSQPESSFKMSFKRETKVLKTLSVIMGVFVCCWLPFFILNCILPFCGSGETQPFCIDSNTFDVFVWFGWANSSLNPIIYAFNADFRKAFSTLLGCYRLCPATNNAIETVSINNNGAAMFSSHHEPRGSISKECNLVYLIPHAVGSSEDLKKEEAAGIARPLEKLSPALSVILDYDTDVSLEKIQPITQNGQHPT
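Cells carrying a force-coupled, tetracycline-inducible human D1 receptor report calcium flux. Each well gets a 10 s baseline, compound with 180 s monitoring, then an EC80 dopamine stimulus with a second 180 s kinetic read.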
D1 ag: agonists of human D1 dopamine receptor | actives 1% (n = 360,000) | activation, % at 2 µM | AID 504660 | HEK293 T-REx D1 cells, calcium flux, agonist mode; in the data active = activation above about 30%; also: 0% is about no effect
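Inducible HEK293 T-REx D1 cells, force-coupled to calcium signalling, were plated at 4000 cells/well with tetracycline and held overnight at 30 C. After no-wash calcium dye loading, compound-evoked calcium rise over 180 s flagged agonists.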
RXFP1 antagonist: RXFP1 (human) relaxin receptor antagonism; actives 0.59% (n = 350,000); AID 1259400; HEK293-RXFP1, relaxin-stimulated cAMP HTRF, 30 min; stronger effect = lower value; activity change, negative = inhibition, % at 57.5 µM; Q9HBX9;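 active = activity change of -60% or lower, but not beyond a set lower limit; inconclusive = change between -60% and -40%, or beyond the set limit; inactive = change above -40%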; also: % is scaled to controls: 0 for no effect and ±100 for the full control effect
RXFP1 ag: activates the human relaxin receptor RXFP1; Q9HBX9; HEK293T-RXFP1 cAMP TR-FRET, 30 min; response scale: percent of porcine relaxin response, buffer zero; Potency, µM (series often up to 57.5 µM), without a hit: at the top dose activation, most hits filed as activators; actives 0.3% (n = 370,000); active = well fitted activation curve with a large enough effect; inconclusive = small, poorly fitted or top-dose-only effect; also: potency is read from the fitted curve at half-maximal effect; % is scaled to controls: 0 for no effect and ±100 for the full control effect; nearly all actives have a fitted effect of over 60% in size; many of its hits are not listed in these tables
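Agonist response is measured as cAMP accumulation in an RXFP1-transfected HEK293T line under PDE4 inhibition. Values are scaled between buffer-only and 29 nM porcine relaxin, and EC50s come from standard Hill equation fits.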
D2 potentiator: positively modulates the human D2 dopamine receptor allosterically; HEK293 T-REx D2, calcium flux, EC20 dopamine potentiation; actives 0.34% (n = 340,000); AID 485347; potentiation, % at 10 µM;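 active = potentiation over 3 SD above the plate norm, cut at about 30% in these data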; also: 0% is about no effect
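Tetracycline-induced HEK293 T-REx cells force-coupled to calcium signalling expressed D2; compounds were pin-added after a 10 s baseline, read kinetically 180 s, then an EC20 dopamine challenge followed with a further 180 s calcium read.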
D1 potentiator: potentiators of human D1 dopamine receptor; P21728; HEK293 TREx D1 cells, calcium flux, dopamine EC20 potentiation; potentiation, % at 10 µM; actives 0.036% (n = 360,000); AID 504651; in the data active = potentiation above about 30%; also: 0% is about no effect
D2 antagonist: antagonists of human D2 dopamine receptor; P14416; HEK293 TREx D2 cells, calcium flux, dopamine EC80; inhibition, % at 10 µM; actives 2% (n = 340,000); AID 485344; in the data active = inhibition above about 30%; also: 0% is about no effect
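Overnight-induced (tetracycline, 30 C) HEK293 T-REx cells carrying force-coupled D2 receive a no-wash calcium dye, then compound, then EC80 dopamine at 180 s; signals are read kinetically throughout.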
D2 ag: D2 dopamine receptor (human) agonism | P14416 | HEK293 T-REx D2 cells, calcium flux agonist mode | activation, % at 2 µM | actives 0.53% (n = 340,000) | AID 485358;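 active = activation over 3 SD above normal in the single-dose calcium agonist read, cut at about 30% in these data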; also: 0% is about no effect
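Agonism scored from kinetic calcium signal (1 read/sec, 180 s) following compound pin transfer, after a 10 s baseline. Cells: HEK293 Trex line expressing inducible D2 receptor coupled to calcium, dye-loaded after overnight culture at 30 C.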
The depositor's hits bear a star; ? = inconclusive; · = no result given.

1: CC(C)c1ccc(/C=C2\NC(=S)N(Cc3cccnc3)C2=O)cc1
2: COC(=O)c1sccc1S(=O)(=O)N(CC(=O)NCc1ccc(F)cc1)c1ccccc1
3: CNC(=O)c1c(NC(=O)c2ccco2)sc(C)c1C
4: COCCNC(=O)C(OC(=O)C1=Cc2ccccc2OC1)C(C)C (stereo not given)
5: CCOC(=O)c1c(NC(=S)Nc2cccc(C)c2)sc2c1CC(C)(C)SC2
6: CCc1cccc(CC)c1NC(=O)CN1CCN(c2ccccc2)CC1

Screen / compound no.	1	2	3	4	5	6
TRHR PAM	-1	-5	0	-3	3	-8
D1 antag	-37*	4	-2	4	-1	0
D1 ag	0	4	0	0	2	3
RXFP1 antagonist	-7	·	-88*	-4	-36	22
RXFP1 ag	-0.1%	0.5%	-0.8%	0.6%	2.0%	0.1%
D2 potentiator	-2	·	5	2	-24	-4
D1 potentiator	-4	-4	1	-2	-4	6
D2 antagonist	-8	·	-2	-8	-7	-4
D2 ag	0.3	0.3	0.4	-1.0	-1.2	0.8

7: O=C(c1ccccc1)c1ccc(OCC(O)CN2CCN(Cc3ccccc3)CC2)cc1 (stereo not given)
8: O=S(=O)(c1ccc(Cl)cc1Br)N1CCCCC1
9: COc1ccc(NC(=O)CC2S/C(=N\c3nccs3)N(C)C2=O)cc1 (stereo not given)
10: O=C(c1ccc2ccccc2c1)c1c[nH]cc1-c1ccccc1
11: CN(CC(=O)Nc1ccc(F)cc1)CC(=O)Nc1ccc(F)c(F)c1F
12: COc1cc(OC)cc(C(=O)N2CCN=C2SCc2cccnc2)c1

Screen / compound no.	7	8	9	10	11	12
TRHR PAM	-3	15	1	-1	-6	-5
D1 antag	-7	-8	6	16	-15	0
D1 ag	13	2	0	4	3	1
RXFP1 antagonist	-2	13	-21	-27	-2	·
RXFP1 ag	0.1%	0.4%	0.1%	-2.5%	2.4%	1.6%
D2 potentiator	·	18	-2	-2	0	-4
D1 potentiator	-5	-8	-2	-3	3	·
D2 antagonist	·	3	-16	8	8	-13
D2 ag	·	-0.3	-1.1	-0.5	2.7	-2.0

13: CC(=O)NCc1ccc(-c2csc(NC(=O)CCCc3nc4ccccc4c(=O)[nH]3)n2)cc1
14: CC(C)c1nccn1CCC(=O)O
15: CCCN1CCN(CCCNC(=O)Cn2nc(-c3ccccc3)ccc2=O)CC1
16: OCCN1CCN(Cc2cc(Cl)c3cccnc3c2O)CC1
17: O=[S+]([O-])(c1ccc2c(c1)OCCO2)N1CCN([S+](=O)([O-])c2ccc(F)cc2Cl)CC1
18: O=C(Nc1ccccc1)C1=C[C@H](C2CC2)C[C@H](OCCCCO)O1

Screen / compound no.	13	14	15	16	17	18
TRHR PAM	9	-23	1	4	-1	-6
D1 antag	-4	-44*	-19	18	-19	-19
D1 ag	4	3	3	3	6	-2
RXFP1 antagonist	1	6	6	6	·	·
RXFP1 ag	1.1%	-0.6%	3.7%	-1.2%	·	-1.0%
D2 potentiator	20	16	3	-9	·	10
D1 potentiator	-1	-28	-10	6	4	-3
D2 antagonist	-9	15	0	3	·	1
D2 ag	0.1	-0.1	0.0	-0.3	·	0.0

19: CCCCN(CC)CCNC(=O)C1CCN(c2nnc(C)c3c(C)n(-c4ccc(C)cc4)nc23)CC1
20: COc1ccc(/C(C)=N/NC(=O)c2cc(C)[nH]n2)c(OC)c1
21: Nc1[nH]ncc1-c1ccccc1
22: CCN(CC)C(=O)CSc1nc2ccccc2c(=O)n1OC(C)C
23: CCc1ccc(NC(=O)c2cc(S(=O)(=O)N3CCCC3)c[nH]2)cc1
24: CC(C)(C)c1csc(NC(=O)c2ccc(Br)o2)n1

Screen / compound no.	19	20	21	22	23	24
TRHR PAM	3	0	0	4	4	1
D1 antag	1	-11	-4	·	-11	9
D1 ag	1	1	0	1	0	1
RXFP1 antagonist	-19	10	0	-17	·	?
RXFP1 ag	20%	0.5%	1.8%	1.1%	-1.7%	-0.7%
D2 potentiator	-5	-10	8	0	5	3
D1 potentiator	-1	-6	2	1	-2	-3
D2 antagonist	·	-21	0	4	-15	-18
D2 ag	-0.8	-0.4	0.9	1.0	-0.1	0.3

25: CC(C)(C)c1csc(Sc2ccc([N+](=O)[O-])cn2)n1
26: Cc1cccnc1N1C(=O)c2ccc(C(=O)O)cc2C1=O
27: COC(=O)C(CC(C)C)NC(=O)C(Cc1ccccc1)NC(=O)C1CCCN1C(=O)OC(C)(C)C (stereo not given)
28: Cc1ccc(CNC(=O)CSc2nc(=O)n3cccc(C)c3n2)cc1
29: O=S(=O)(CCSc1ccccn1)c1nc2ccccc2s1
30: O=C(/C=C/c1ccccc1Cl)N(Cc1cccs1)C1CCS(=O)(=O)C1 (stereo not given)

Screen / compound no.	25	26	27	28	29	30
TRHR PAM	0	4	3	-9	-2	0
D1 antag	-13	2	23	-4	-3	14
D1 ag	5	3	-1	-2	3	-1
RXFP1 antagonist	-21	0	-15	-12	-9	0
RXFP1 ag	0.3%	-0.4%	0.4%	10%	0.2%	-0.3%
D2 potentiator	-8	12	-5	-7	-9	17
D1 potentiator	-2	-6	-1	-5	6	-6
D2 antagonist	-6	-8	-15	10	11	5
D2 ag	-2.1	-0.2	-1.5	0.0	-0.3	-0.4

In the list so far, these have a furan ring, fused or not.
3: CNC(=O)c1c(NC(=O)c2ccco2)sc(C)c1C
24: CC(C)(C)c1csc(NC(=O)c2ccc(Br)o2)n1

Screen / compound no.	3	24
TRHR PAM	0	1
D1 antag	-2	9
D1 ag	0	1
RXFP1 antagonist	-88*	?
RXFP1 ag	-0.8%	-0.7%
D2 potentiator	5	3
D1 potentiator	1	-3
D2 antagonist	-2	-18
D2 ag	0.4	0.3

With a hit mark in RXFP1 antagonist, of those listed so far:
nr	SMILES	TRHR PAM	D1 antag	D1 ag	RXFP1 antagonist	RXFP1 ag	D2 potentiator	D1 potentiator	D2 antagonist
3	CNC(=O)c1c(NC(=O)c2ccco2)sc(C)c1C	0	-2	0	-88*	-0.8%	5	1	-2

(further entries)
31: CSc1ccccc1NC(=O)CSCc1ccccc1Br
32: Cc1oc2ccc(O)c(CN3CCN(C)CC3)c2c1C(=O)Nc1cccc(Cl)c1C
33: Cc1ccc(C)c(N2CC(C(=O)OCC(=O)Nc3cc(C)on3)CC2=O)c1 (stereo not given)
34: C=CCOCCN1C(=O)C2C3C=CC(C2C1=O)C1C2C(=O)N(CCOCC=C)C(=O)C2C31 (stereo not given)
35: Fc1ccc(C[n+]2csc3ccccc32)cc1
36: O=C1CC(N2CCOCC2)C(=O)N1c1ccccc1Cl (stereo not given)

Screen / compound no.	31	32	33	34	35	36
TRHR PAM	-2	-1	3	-1	0	-3
D1 antag	-4	-9	-1	7	5	11
D1 ag	12	6	1	1	4	-3
RXFP1 antagonist	·	1	-5	-14	-9	-6
RXFP1 ag	1.1%	0.3%	1.6%	-2.5%	13%	-0.1%
D2 potentiator	7	0	-15	5	-3	57*
D1 potentiator	-6	-2	2	-1	5	0
D2 antagonist	-14	·	5	9	-5	-11
D2 ag	0.0	1.2	1.4	0.3	0.0	0.3

37: CCOc1ccc(OCC)c(S(=O)(=O)N2CCCCC2)c1
38: Cc1ccc(C(=O)N/N=C\c2cc3c(cc2Br)OCO3)cn1
39: O=C(OCCCOc1ccc(F)cc1)c1ccc(O)cc1O
40: C=CCn1c(SCC(=O)c2[nH]c(C)c(C(=O)OCC)c2C)nc2scc(-c3ccc(OC)cc3)c2c1=O
41: O=C(Cn1nnc2ccccc21)c1ccc([N+](=O)[O-])cc1
42: Cc1[nH]n(-c2ccccc2)c(=O)c1/C=N/N(c1ccccc1)c1ccccc1

Screen / compound no.	37	38	39	40	41	42
TRHR PAM	-4	1	-6	2	-4	-2
D1 antag	-4	1	-18	-3	1	-6
D1 ag	0	-3	4	3	1	0
RXFP1 antagonist	1	4	-15	1	5	-40
RXFP1 ag	3.4%	0.1%	-5.1%	2.5%	0.0%	-0.3%
D2 potentiator	-3	-16	6	2	-2	0
D1 potentiator	-2	-6	-5	-2	-6	-2
D2 antagonist	-3	8	9	-5	-21	4
D2 ag	0.4	-0.2	-0.3	0.3	·	-0.2

43: Cc1cccc(C)c1NC(=O)C(c1ccccc1)N1CCN(C(=O)c2ccco2)CC1 (stereo not given)
44: CCC(C(=O)O)n1c(C(F)(F)F)nc2ccccc21 (stereo not given)
45: COc1ccc(C2N(C(C)=O)CCN2S(=O)(=O)c2ccc(C)cc2)cc1 (stereo not given)
46: NC(=O)c1ccccc1NC(=O)CC1(CC(=O)O)CCCC1
47: C/C(=N\O)c1c(C)c2ccccc2n1C
48: O=C(CN(Cc1ccco1)C(=O)c1ccc([N+](=O)[O-])cc1)Nc1ccccc1C(F)(F)F

Screen / compound no.	43	44	45	46	47	48
TRHR PAM	1	5	-2	14	-8	-4
D1 antag	0	1	2	21	3	-12
D1 ag	0	1	2	-2	0	1
RXFP1 antagonist	17	-5	1	5	9	-12
RXFP1 ag	2.9%	-0.7%	-1.6%	0.7%	0.4%	-0.2%
D2 potentiator	5	-9	11	18	-2	·
D1 potentiator	3	-5	-4	4	-5	-4
D2 antagonist	-15	3	8	-9	-9	·
D2 ag	2.2	0.8	1.0	0.1	-0.7	·

49: CCC(CO)NCc1ccc(OCC(=O)Nc2cccc(C(F)(F)F)c2)c(OC)c1 (stereo not given)
50: COc1ccc(-c2nn(-c3ccccc3)cc2C#N)cc1
51: CCOc1ccc(CNC(=O)c2ccc(CS(=O)c3ccccc3)o2)cc1 (stereo not given)
52: CC1(C)CC(NC(=O)COc2ccc([N+](=O)[O-])cc2)CC(C)(C)N1

Screen / compound no.	49	50	51	52
TRHR PAM	-6	4	-7	1
D1 antag	-4	-7	-8	-4
D1 ag	11	12	0	-1
RXFP1 antagonist	-4	3	6	1
RXFP1 ag	-0.4%	2.1%	-1.5%	-0.3%
D2 potentiator	-2	5	1	3
D1 potentiator	-8	-4	-5	1
D2 antagonist	7	-4	·	-1
D2 ag	0.6	-0.8	-0.4	-0.3

High-throughput results as filed in PubChem BioAssay.

This is a subset; rates above refer to the full screens.
